Screening data (PubChem)
GASC-1 inh – human JMJD2C demethylase inhibition | Q9H3R0 | GST-JMJD2C(1-420) H3K9me3 demethylation, DELFIA europium | inhibition, % at 2.35 µM | actives 0.069% (n = 330,000);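 active = more than half of a compound's replicate wells show inhibition beyond 50%, single wells judged on their own value; inconclusive = some, but no more than half, of replicates pass 50% inhibition; inactive = no replicate passes 50% inhibition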;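 also: signal counts dimethyl H3K9 product captured on neutravidin plate; 0% = median of DMSO wells and 100% = 0.3 times that DMSO median; strong numbers were not always called active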
Target sequence (Q9H3R0 1-420 limits assumed): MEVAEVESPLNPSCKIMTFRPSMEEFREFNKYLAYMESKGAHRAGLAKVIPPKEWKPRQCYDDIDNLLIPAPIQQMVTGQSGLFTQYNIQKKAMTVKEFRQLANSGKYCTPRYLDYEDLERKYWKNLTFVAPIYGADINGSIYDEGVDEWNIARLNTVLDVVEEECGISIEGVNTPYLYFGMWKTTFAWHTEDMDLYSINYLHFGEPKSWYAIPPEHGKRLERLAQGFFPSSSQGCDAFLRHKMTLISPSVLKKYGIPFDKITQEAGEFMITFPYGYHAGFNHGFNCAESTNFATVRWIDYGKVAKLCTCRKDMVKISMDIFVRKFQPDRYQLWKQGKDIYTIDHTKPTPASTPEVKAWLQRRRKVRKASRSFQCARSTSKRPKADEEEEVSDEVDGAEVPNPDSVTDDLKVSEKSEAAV
CIT2-GFP yeast – yeast TOR pathway CIT2-GFP modulation; S. cerevisiae CIT2-GFP strain, flow cytometry, 3 h; 100 means same as DMSO wells; GFP response vs DMSO, % at 10 µM; actives 0.065% (n = 320,000);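 active = GFP response relative to DMSO above a set limit, near the screen mean plus 3 SD, cut at about 150% in these data; inconclusive = Fewer than 70 cells measured for a yeast strain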;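 also: ratio of well median GFP fluorescence to mean of DMSO wells on the plate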
MEP2 TOR yeast – modulators of TOR pathway MEP2-GFP in S. cerevisiae. AID 2016. S. cerevisiae MEP2-GFP strain, flow cytometry GFP, 3 h; 100% = DMSO control level. GFP response vs DMSO, % at 10 µM. actives 0.51% (n = 330,000);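 active = GFP response versus DMSO above a set limit, roughly screen mean plus 3 SD, cut at about 180% in these data; inconclusive = fewer than 70 cells counted for a yeast strain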;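 also: median GFP fluorescence of the barcode-gated MEP2-GFP cells per well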
GRK2 inh – human GRK2 inhibition via aptamer displacement | P25098 | bead flow cytometry, FAM-aptamer displacement from GRK2 | inhibition of aptamer binding, % at 10 µM | actives 0.59% (n = 330,000) | AID 488847;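 active = inhibition of aptamer binding above 40%, roughly 3 SD of noise, on plates passing a quality check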;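 also: median bead fluorescence of bound FAM aptamer so fluorescent compounds give negative values; no value below 0 was filed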
Target sequence (P25098 whole entry, looked up): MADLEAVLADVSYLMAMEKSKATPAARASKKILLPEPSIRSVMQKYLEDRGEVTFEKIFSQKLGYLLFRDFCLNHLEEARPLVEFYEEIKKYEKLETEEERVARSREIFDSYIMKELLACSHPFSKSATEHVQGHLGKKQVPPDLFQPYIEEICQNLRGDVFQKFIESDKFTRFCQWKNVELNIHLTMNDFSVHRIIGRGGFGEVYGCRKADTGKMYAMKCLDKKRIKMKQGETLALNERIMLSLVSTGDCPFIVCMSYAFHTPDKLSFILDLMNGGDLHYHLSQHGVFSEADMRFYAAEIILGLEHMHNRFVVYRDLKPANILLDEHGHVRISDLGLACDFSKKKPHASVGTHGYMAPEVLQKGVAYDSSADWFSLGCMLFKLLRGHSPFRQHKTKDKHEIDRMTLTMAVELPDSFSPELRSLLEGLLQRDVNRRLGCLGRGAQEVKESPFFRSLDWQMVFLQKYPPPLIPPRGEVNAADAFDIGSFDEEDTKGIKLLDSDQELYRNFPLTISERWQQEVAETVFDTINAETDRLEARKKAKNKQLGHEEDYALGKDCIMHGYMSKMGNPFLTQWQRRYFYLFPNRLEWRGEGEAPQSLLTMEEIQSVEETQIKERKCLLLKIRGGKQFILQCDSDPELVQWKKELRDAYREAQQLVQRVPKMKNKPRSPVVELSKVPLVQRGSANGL
LAP4 TOR yeast – alters LAP4-GFP fluorescence in TOR pathway yeast screen | S. cerevisiae LAP4-GFP multiplex, flow cytometry GFP, 3 h; median GFP as percent of DMSO wells | GFP response vs DMSO, % at 10 µM | actives 0.34% (n = 320,000) | AID 2023;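 active = GFP response vs DMSO above a set limit, about the screen mean plus 3 SD, cut at about 150% in these data; inconclusive = under 70 cell events counted for the yeast strain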
RPL19A TOR yeast – alters RPL19A-GFP fluorescence in TOR pathway yeast screen; percent response vs DMSO, % at 10 µM; S. cerevisiae RPL19A-GFP strain, flow cytometry, 3 h; active compounds read low; actives 0.3% (n = 330,000);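 active = percent response vs DMSO below 50%; inconclusive = fewer than 70 events counted for the yeast strain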;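 also: median channel GFP fluorescence of the barcoded RPL19A-GFP strain; ratio of sample median GFP to plate DMSO average so 100% = DMSO; lower means less RPL19A-GFP as with rapamycin TOR inhibition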
VLA-4 inh – inhibition in a human VLA-4 binding assay | P13612 | VLA-4 expressing cells, ligand binding flow cytometry | inhibition, % (about 7 µM as worked out from the volumes in the protocol) | actives 0.2% (n = 330,000) | AID 2557; in the data active = inhibition above about 50%
AGP1-GFP MLPCN – modulators of TOR pathway AGP1-GFP in S. cerevisiae | S. cerevisiae AGP1-GFP multiplex flow cytometry, 3 h; GFP as percent of DMSO wells | GFP response vs DMSO, % at 10 µM | actives 0.02% (n = 320,000);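 active = GFP response relative to DMSO above a set limit, near screen average plus 3 SD, cut at about 150% in these data; inconclusive = fewer than 70 cells counted for the yeast strain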;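 also: median GFP channel fluorescence of the gated AGP1 strain per well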
Numbers without * were called inactive; u = inconclusive; x = not tested or not shown; & = joins results of further samples; [ ] = another dose, or the depositor's remark.

SMILES | GASC-1 inh | CIT2-GFP yeast | MEP2 TOR yeast | GRK2 inh | LAP4 TOR yeast | RPL19A TOR yeast | VLA-4 inh | AGP1-GFP MLPCN
Nc1c(N=Nc2cccc(Cl)c2)c(=O)[nH]n1-c1ccccc1 | -1.8 | 92.7 | 90.7 | 0.0 | 86.1 | 85.5 | -6.7 | 85.5
NC(=S)Nc1ncc(CCN2CCOCC2)c(-c2ccc(F)cc2)n1 | 3.2 | 111.3 | 101.5 | 2.0 | 117.4 | 96.5 | -2.5 | 116.7
COc1ccc(C(=O)CSc2cc(C)nc3nc(C)nn23)cc1OC | 13.0 | x | 82.9 | 0.0 | 89.8 | 91.0 | 9.3 | 86.6
C[C@H]1COC(=O)[C@H](CC(=O)OC(C)(C)C)C/C=C\C[C@H](CC(=O)N(CCO)Cc2ccccc2)C(=O)N1 | 12.7 | 103.8 | 102.3 | 0.0 | 112.7 | 107.7 | -8.7 | 109.3
CC(=O)c1c(O)c2ccccc2n(C(C)C)c1=O | -12.9 | 100.5 | 101.2 | 2.0 | 94.1 | 110.2 | 5.1 | 96.7
COc1ccc(C(=O)NCCc2ccc(C(F)(F)F)cc2)cc1S(=O)(=O)N1CCOCC1 | 21.8 | 97.0 | 100.0 | 1.0 | 96.5 | 97.8 | 19.6 | 102.5
NNc1nc(-c2ccccc2Cl)nc2sc3c(c12)CCCC3 | 15.6 | 75.3 | 97.0 | 0.0 | 99.5 | 93.9 | 1.3 | 84.0
CCOc1ccccc1Nc1cc(C)c2cccc(C)c2n1 | 17.4 | 120.8 | 116.7 | 0.0 | 98.3 | 103.4 | 6.5 | 103.3
O=C(NCCCN1CCCC1)c1cc2c(Cl)nc3ccccc3c2s1 | 0.7 | 88.3 | 96.8 | 0.0 | 93.6 | 88.7 | -22.8 | 80.7
COc1ccc(S(=O)(=O)N2CCCOC2CNC(=O)C(=O)NCc2ccncc2)cc1 (stereo not drawn) | -6.5 | 97.0 | 96.9 | 0.0 | 104.5 | 93.0 | 5.4 | 107.2
Fc1ccc(CNC(=S)NCc2ccc(F)cc2)cc1 | -3.8 | 93.9 | 97.6 | 1.0 | 100.0 | 96.1 | 3.9 | 99.4
CCNC(=O)n1nccc1C(C)Oc1ccccc1 (stereo not drawn) | -1.7 | 96.5 | 106.2 | 3.0 | 105.3 | 102.6 | 6.0 | 97.6
O=C(Cn1nnc(-c2cccs2)n1)N1CCOCC1 | u | 108.6 | 108.0 | 0.0 | 109.0 | 95.0 | -10.1 | 103.1
Cc1nnc(N/N=C/C(C)c2ccccc2)[nH]c1=O (stereo not drawn) | 5.1 | 99.8 | 97.6 | 5.0 | 95.4 | 94.6 | 0.9 | 100.3
O=C(Cc1ccccc1C(=O)O)Nc1cccc2ccccc12 | 6.4 | 105.2 | 99.6 | 0.0 | 95.8 | 99.9 | -3.8 | 107.9
O=C1NC(CCc2ccccc2)C(=O)N1Cc1ccccc1Cl (stereo not drawn) | 8.7 | 88.0 | 91.7 | 2.0 | 102.8 | 102.2 | -26.3 | 102.0
CCCCNC(=O)CN1C(=O)NC2NC(=O)NC21 (stereo not drawn) | -10.0 | 96.1 | 106.1 | 98.0* | 102.4 | 100.1 | 5.5 | 97.0
CCCCc1nnc(NC(=O)Cn2cnc3ccccc3c2=O)s1 | -3.8 | 97.0 | 96.6 | 1.0 | 104.4 | 96.5 | 6.5 | 101.1
O=C(c1ncc[nH]1)c1ccco1 | 6.9 | 106.4 | 102.9 | 1.0 | 100.3 | 97.2 | 7.2 | 104.8
COc1cc(C(=O)NC(=S)Nc2ccccc2N2CCOCC2)cc(OC)c1OC | -5.1 | 92.4 | 88.2 | 0.0 | 94.6 | 94.9 | 6.9 | 96.8
Cc1cccc(C)c1-n1c(C)cc(/C=C2\NC(=O)NC2=O)c1C | 1.3 | 103.4 | 98.6 | 0.0 | 106.7 | 103.0 | -8.5 | 100.3
Cc1cc2occ(CC(=O)N(CC(C)C)c3c(N)n(Cc4ccccc4)c(=O)[nH]c3=O)c2cc1C | -2.1 | 107.6 | 109.8 | 4.0 | 109.5 | 98.4 | 0.5 | 106.4
COc1ccc(-n2c(C)c(C(C)=O)c3cc(OC(C)=O)ccc32)cc1 | 0.6 | 103.2 | 100.2 | 3.0 | 94.7 | 101.3 | 6.4 | 94.1
COc1ccc(N2CCN(c3ccc(NC(=O)C4CCCCC4)cc3C#N)CC2)cc1 | -0.1 | 98.8 | 95.3 | 2.0 | 97.9 | 94.5 | -30.1 | 92.4
COc1ccc(C(=O)NCC(=O)N2CCN(c3ccccc3)CC2)cc1 | -4.5 | 99.2 | 103.7 | 0.0 | 103.5 | 97.9 | 5.4 | 99.2
More structures follow:
SMILES | GASC-1 inh | CIT2-GFP yeast | MEP2 TOR yeast | GRK2 inh | LAP4 TOR yeast | RPL19A TOR yeast | VLA-4 inh | AGP1-GFP MLPCN
O=C(COC(=O)c1ccccc1O)NCc1ccccc1Cl | 1.4 | 103.0 | 97.0 | 0.0 | 99.9 | 95.7 | 2.5 | 93.5
COc1ccc(CCNC(=O)CCC(=O)NC2CCCCC2)cc1OC | 28.9 | 103.7 | 106.9 | 0.0 | 92.0 | 104.8 | 4.8 | 99.5
O=C1CSC(c2cn(-c3ccccc3)nc2-c2ccc3c(c2)OCCO3)N1CCN1CCOCC1 (stereo not drawn) | -10.7&7.1 | u | 351.3*[may fluoresce violet] | 0.0 | 95.1[may fluoresce violet] | 37.4*[may fluoresce violet] | 16.2 | 27.9[may fluoresce violet]
Cc1ccc(Oc2ccccc2)c(NC=O)c1 | 0.9 | 104.5 | 101.2 | 0.0 | 109.5 | 99.5 | -18.8 | 103.2
COc1ccc(Cc2ccc(OC)c(N)c2)cc1N | -8.1 | 91.0 | 91.3 | 4.0 | 88.3 | 91.9 | -1.9 | 92.4
CCOC(=O)c1ccc(NC(=O)CCNS(=O)(=O)c2cc(Br)cnc2N)cc1 | 0.1 | 96.7 | 102.3 | 9.0 | 99.9 | 99.2 | 6.2 | 98.5
CC(C)c1ccc(-c2nc(N3CCOCC3)[nH]c(=O)c2C#N)cc1 | 1.9 | 100.8 | 108.3 | 0.0 | 102.1 | 98.4 | -5.8 | 103.0
CNC(=O)c1[nH]nc2c1CCc1ccccc1-2 | 2.0 | 111.4 | 112.7 | 0.0 | 105.6 | 108.3 | 5.5 | 106.5
Cc1cccc(-c2n[nH]c(=S)n2/N=C/c2ccco2)c1 | -19.2 | 85.8 | 96.6 | 1.0 | 114.8 | 95.4 | 15.9 | 84.4
FC(F)(F)c1nc2ccccc2n2c(-c3c(Cl)cccc3Cl)nnc12 | 5.8 | 107.0 | 104.1 | 1.0 | 97.3 | 97.5 | -5.3 | 99.2
COc1ccc(OC)c(S(=O)(=O)NCc2cn3ccsc3n2)c1 | -2.2 | 100.5 | 107.2 | 0.0 | 97.0 | 101.8 | -6.8 | 104.2
COc1cc(C(=O)NCCCN(C)C)ccc1OCC(=O)Nc1cccc(C(F)(F)F)c1 | -0.5 | 103.8 | 102.5 | 0.0 | 111.8 | 96.2 | 1.1 | 99.8
CCC(C)(C)NC(=O)C(c1ccc(OC)cc1)N(C(=O)CCC(=O)Nc1cc(C)on1)c1ccc(F)cc1 (stereo not drawn) | 0.9 | 103.4 | 91.0 | 1.0 | 98.6 | 98.5 | 0.3 | 102.4
COc1ccc(Cl)cc1S(=O)(=O)N1CCC(C(=O)NCCC2=CCCCC2)CC1 | 0.6 | 105.3 | 107.4 | 1.0 | 105.0 | 102.1 | -6.4 | 104.4
CCc1nnc(NCn2nc(C)cc2C)s1 | 4.8 | 96.4 | 97.7 | 1.0 | 101.5 | 97.7 | 10.4 | 95.0
COc1ccc(C(CNC(=O)c2sccc2C)N2CCOCC2)cc1 (stereo not drawn) | 4.6 | 109.2 | 102.6 | 0.0 | 114.2 | 99.1 | 27.8 | 112.5
Cc1ccc(NC(=O)CSc2nccn2Cc2ccco2)c(C)c1 | -2.5 | 97.4 | 96.3 | 2.0 | 86.1 | 98.2 | -23.9 | 92.9
O=[N+]([O-])c1ccc2nc(N3CCCC3)sc2c1 | 21.4 | 94.1 | 109.1 | 4.0 | 95.7 | 102.1 | 11.8 | 91.2
O=C(Cn1[nH]c(=O)c2ccccc2c1=O)NC1CCN(Cc2ccccc2)CC1 | 13.6 | 99.3 | 100.2 | 0.0 | 96.8 | 97.5 | 11.6 | 96.7
CCOC(=O)C1(Cc2ccc(Cl)cc2)CCN(C(=O)c2cc(C)nc(C)n2)CC1 | 35.4 | x | 100.9 | 6.0 | 99.0 | 95.8 | 1.5 | 102.0
O=C(N[C@H]1C/C=C\C[C@@H](CC(=O)N(CCO)Cc2ccccc2)C(=O)N2CCC[C@@H]2COC1=O)OCC1c2ccccc2-c2ccccc21 | 15.1 | 96.4 | 100.5 | 0.0 | 92.0 | 96.5 | 5.5 | 93.0
COc1ccc2nc(N=NC3=C(O)CC(C)(C)CC3=O)sc2c1 | -19.6 | 100.2 | 116.4 | 0.0 | 112.9 | 100.3 | -3.6 | 102.3
N#Cc1cc2c(nc1SCC(=O)Nc1sc3c(c1C#N)CCC3)CCCCC2 | 3.2 | 109.5 | 110.3 | 1.0 | 122.9 | 111.2 | 5.9 | 112.0
Nn1c(SCc2ccc(C(=O)O)cc2)nnc1-c1ccc(Cl)cc1Cl | 1.7 | 85.9 | 108.7 | 0.0 | 119.1 | 108.8 | 6.0 | 85.7
COc1ccc(C(=O)N2CCOC23CCN(c2ncccn2)CC3)cc1 | -5.3 | 91.7 | 100.7 | 6.0 | 88.4 | 103.0 | 5.6 | 95.5
Other structures:
SMILES | GASC-1 inh | CIT2-GFP yeast | MEP2 TOR yeast | GRK2 inh | LAP4 TOR yeast | RPL19A TOR yeast | VLA-4 inh | AGP1-GFP MLPCN
CCOc1cc(/C=N/NC(=O)c2ccc(CSc3nncn3C)cc2)ccc1OCC(=O)N1CCOCC1 | 5.2 | 91.1 | 94.8 | 0.0 | 106.3 | 100.4 | -10.3 | 99.0
COc1ccc(NC(=O)Nc2cccc3c2O[C@H](CN(C)Cc2ccc(-c4ccccc4)cc2)[C@@H](C)CN([C@H](C)CO)C3=O)cc1 | 10.9 | 82.8 | 97.6 | 0.0 | 90.2 | 97.4 | -2.8 | 81.5
O=C(NN=C1CCCCCC1)c1cc(-c2ccccc2)nc2ccccc12 | -0.8 | 103.3 | 99.2 | 0.0 | 96.1 | 94.9 | 12.5 | 103.2
CCOC(=O)c1c(C)c(C(=O)NCCCOC)c(C)n1C | 6.1 | 93.5 | 96.6 | 4.0 | 106.0 | 98.7 | -4.2 | 95.4
Cn1cccc1/C=C1\SC(=O)N(CC(=O)Nc2ccc(F)cc2)C1=O | -1.1 | 112.2 | 98.1 | 1.0 | 104.7 | 99.2 | 12.4 | 103.7
CCOc1ccc(C(=O)NCC2CCCO2)cc1 (stereo not drawn) | -6.5 | 101.9 | 105.2 | 2.0 | 104.3 | 99.3 | 7.3 | 100.6
c1ccc(C(c2ccccc2)c2noc(CN3CCN(C4CCCC4)CC3)n2)cc1 | -9.0 | 102.2 | 103.3 | 0.0 | 101.0 | 102.2 | 25.1 | 100.8
C/C=C/C(=O)OCC(=O)NC(=O)NC(C)C | -7.4 | 103.0 | 96.3 | 2.0 | 91.4 | 96.8 | -5.7 | 97.6
CC(C)NC(=O)C(=O)Nc1ccc2c(c1)N(S(=O)(=O)c1cccs1)CCC2 | -6.4 | 103.8 | 91.5 | 0.0 | 110.2 | 103.1 | -1.1 | 110.5
O=C(CSc1nnc(-c2ccncc2)o1)Nc1cc(Cl)ccc1C(=O)O | 6.5 | 110.6 | 108.2 | 2.0 | 89.8 | 103.8 | -4.0 | 99.6
